Integrin act MD – qHTS for Activators of Integrin-Mediated Alleviation for Muscular Dystrophy. Potency, µM (doses to about 38.3 µM), inactives show at the top dose activation, actives largely listed as activators. alpha7betagal myoblasts, beta-gal FDG fluorescence, 48 h. hit rate 0.064% among 350,000. AID 624291, 2012;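 further: 100% = response of the positive control SU9516; nearly all actives have a fitted effect of over 60% in size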
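alpha7betagal+/- myoblasts (passage 13, 250/well) treated 48 h at 37C with compounds at 1:260 dilution of DMSO stock. Lysed, then beta-galactosidase activity read as FDG fluorescence (ex 480/em 540) after 30 min, with pre-read for autofluorescence.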
BRCA1 expr up – qHTS Assay to Identify Small Molecule Activators of BRCA1 Expression; hit rate 1.1% among 380,000; AID 624202, 2012; MCF7-BRCA1-FFLuc reporter, luminescence, 48 h; response scale: scaled: vehicle 0%, 10 µM genistein 100%; Potency, µM (highest dose often 46.1 µM), for the others: top-dose activation, actives largely listed as activators; further: nearly all actives have a fitted effect of over 80% in size; some results filed as inactive show a strong effect at the top dose
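First, MCF7-BRCA1-FFLuc cells (2000/well) attach for 2 h; next, compounds are pin-added and incubated 48 h at 37 °C; finally, luciferase reagent is added and luminescence read after 15 min.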
* hit, by the source's call; u = inconclusive; [ ] = remark or other dose. The call rests on the fitted dose curve; in most records, active means well fitted activation curve with a large enough effect; inconclusive means small, poorly fitted or top-dose-only effect; inactive means no such curve, though single readings can be large or run the other way. Potency means the concentration at half of the fitted maximal effect.

The first 3 entries (preview)
#	SMILES	Integrin act MD	BRCA1 expr up
1	CC(C)NC(=O)N(C)C[C@@H]1OCc2cnnn2CCCC(=O)N([C@@H](C)CO)C[C@H]1C	-10.9%	0.7%
2	C[C@@H]1CN([C@@H](C)CO)C(=O)CCCn2cc(nn2)CO[C@H]1CN(C)S(=O)(=O)c1ccccc1	-7.1%	0.0%
3	CNC(=O)C[C@H]1C(=O)N(Cc2ccccc2)C[C@@H]1Cc1ccccc1	1.9%	4.1%

The listing, from the start:
#	SMILES	Integrin act MD	BRCA1 expr up
1	CC(C)NC(=O)N(C)C[C@@H]1OCc2cnnn2CCCC(=O)N([C@@H](C)CO)C[C@H]1C	-10.9%	0.7%
2	C[C@@H]1CN([C@@H](C)CO)C(=O)CCCn2cc(nn2)CO[C@H]1CN(C)S(=O)(=O)c1ccccc1	-7.1%	0.0%
3	CNC(=O)C[C@H]1C(=O)N(Cc2ccccc2)C[C@@H]1Cc1ccccc1	1.9%	4.1%
4	CCn1cc(C(=O)N2CCCC(C(=O)c3cccc(C(F)(F)F)c3)C2)cn1 (stereo not given)	-7.2%	2.7%
5	O=C(O)c1c(-c2ccccc2)cnc2ccccc12	-2.2%	-9.9%
6	CN1OC[C@@H]2CN(Cc3ccccc3)[C@H](c3cccc(-c4ccccc4)c3)C[C@@H]21	-17.9%	-30.1%
7	O=C(N=C1SC2CS(=O)(=O)CC2N1Cc1ccccc1)C1CC1 (stereo not given)	-4.1%	-2.5%
8	O=C(Cc1cccs1)NCCS(=O)(=O)N1CCN(c2ccccc2)CC1	1.9%	-2.6%
9	Cc1cn([C@H]2C[C@H](O)[C@@H](CNCc3cccn3-c3nccs3)O2)c(=O)[nH]c1=O	5.1%	12.9%
10	CCN1C(=O)[C@H]2[C@@H](c3ccc(OC)cc3)N[C@]3(CCCN(Cc4ccc(OC)cc4)C3=O)[C@H]2C1=O	-4.9%	-10.3%
11	C[C@@H]1CN([C@H](C)CO)C(=O)CCCn2cc(nn2)CO[C@H]1CN(C)C(=O)Nc1ccnc(N2CCOCC2)c1	4.1%	3.4%
12	Cc1ccnc2nc(C(=O)OCC(=O)N(C)C3CCCCC3)nn12	-4.3%	3.1%
13	CN(C)C(CNC(=O)c1cccc(S(=O)(=O)N2CCc3ccccc3C2)c1)c1ccccc1 (stereo not given)	-22.3%	-21.0%
14	O[C@@H]1CN(Cc2cccs2)[C@@H](c2ccccc2)C[C@H]1n1cc(C2CC2)nn1	3.3%	1.3%
15	O=C(CSc1ccc(Cl)cc1)Nc1ccccc1	28.9%	-7.2%
16	C#CCN(C[C@@H]1[C@@H](OC(=O)NCc2ccccc2F)[C@@H](OC(=O)NCc2ccccc2F)CN(C(=O)OC(C)C)N1C(=O)OC(C)C)S(=O)(=O)c1ccc(C)cc1	-17.2%	0.0%
17	CCN1CCN(c2sc(S(=O)(=O)CC)nc2S(=O)(=O)c2ccc(Cl)cc2)CC1	-17.6%	-45.9%
18	CCOc1cc(/C=N/NC(=O)c2c(C)nc3ccc(Cl)cn23)ccc1O	15.9%	-33.6%
19	CCN1CCC[C@H]1CNCCCn1cnc2c(SC)ncnc21	-15.6%	-4.3%
20	Cc1cc(C)c2cc(C#N)c(NCCCNC(=O)c3ccncc3)nc2c1	-13.2%	-0.3%
21	COc1ccc(-c2ccc(CN3C(C(C)C)C(=O)N(Cc4cn(CC5CCCCC5)nn4)CCS3(=O)=O)cc2)cn1 (stereo not given)	-1.4%	-20.4%
22	COc1ccc(C2CCc3cc4c(cc3C2=NO)OCO4)cc1OC (stereo not given)	23.1%	-19.8%
23	COC(=O)C(Cc1c[nH]c2ccccc12)NC(=O)CCNC(=O)c1ccco1 (stereo not given)	-8.3%	-2.1%
24	Cc1nn(-c2ccccc2)c(C)c1C(=O)OCC(=O)Nc1ccccc1Cl	10.1%	87.3%
25	CC(=O)OC1(C)C=Cc2ccccc2C1=NS(=O)(=O)c1ccccc1 (stereo not given)	14.9%	-7.6%
26	C[C@H](O)CNC(=O)c1[nH]cnc1C(=O)N[C@@H](C)c1ccccc1	20.0%	3.7%
27	C[C@H]1CN([C@@H](C)CO)C(=O)CCCn2nncc2CO[C@@H]1CN(C)Cc1ccccc1C(F)(F)F	6.4%	-11.0%
28	CCCCCCN1C[C@@H](n2cc(COC(=O)c3ccccc3)nn2)[C@H](O)C[C@@H]1c1ccc(OC)cc1	-57.8%[inhibitor]	0.0%
29	Cc1ccccc1C(=O)Nc1ccc(S(=O)(=O)NCC2CCCO2)cc1 (stereo not given)	-15.6%	-14.8%
30	Clc1ccc2nc(-c3ccccc3)c(Cc3ccccc3)n2c1	-5.1%	29.2%
31	C#CCN(C[C@@H]1[C@@H](OC(=O)NCC2CCCCC2)[C@@H](OC(=O)NCC2CCCCC2)Cn2c(=O)n(CCCCCC)c(=O)n21)S(=O)(=O)c1ccc(C)cc1	-2.4%	33.0%
32	COc1ccc(-c2ccc(CN3C(C)C(=O)N(Cc4cn(CC5CCCCC5)nn4)CCS3(=O)=O)cc2)cc1 (stereo not given)	-3.4%	-41.2%
33	Cc1ccc(S(=O)(=O)N(C)C[C@H]2OCCCC[C@H](C)Oc3ccc(NC(=O)Nc4cccc5ccccc45)cc3C(=O)N([C@@H](C)CO)C[C@H]2C)cc1	-0.1%	7.4%
34	CCn1c2ccccc2c2cc(NC(=O)N3CCCCC3)ccc21	10.1%	8.91µM*
35	COc1ccc(NC(=O)N(C)C[C@H]2OCCCC[C@@H](C)Oc3ccc(NC(=O)c4ccccc4)cc3C(=O)N([C@H](C)CO)C[C@@H]2C)cc1	1.9%	-21.3%
36	O=C(CN1CCN(S(=O)(=O)c2ccc(Br)s2)CC1)N1CCc2ccccc21	-0.7%	18.5%
37	CCC(=NNS(=O)(=O)c1ccc(C)cc1)c1ccccc1	3.2%	-6.0%
38	CN1OC[C@@H]2CN(Cc3cc(Cl)cc(Cl)c3)[C@H](c3cccc(-c4ccc(C#N)cc4)c3)C[C@@H]21	8.3%	-32.4%
39	COc1ccc(C(=O)Cn2c(NCCCO)nc3ccccc32)cc1	-3.8%	2.4%
40	C[C@H]1CN([C@@H](C)CO)C(=O)c2cc(Br)cnc2O[C@@H]1CN(C)C(=O)CN(C)C	10.7%	0.2%
41	CCCCn1c(NCc2ccc(OC)cc2O)nc2ccccc21	-10.0%	16.8%
42	CC1C(=O)N(Cc2cn(CCC3OCCCO3)nn2)CCS(=O)(=O)N1Cc1ccc(-c2cccc(CO)c2)cc1 (stereo not given)	21.0%	4.5%
43	Nc1ccn([C@@H]2O[C@H](CNCc3ccc(-c4cc(C(F)(F)F)ccc4Cl)o3)[C@@H](O)[C@H]2O)c(=O)n1	-0.3%	16.7%
44	CCC(=O)Nc1ccc(S(=O)(=O)NC[C@H]2O[C@@H](n3cc(C)c(=O)[nH]c3=O)C[C@@H]2O)cc1	1.7%	-4.5%
45	N#Cc1ccc(NN=Nc2ccccc2C#N)cc1	12.0%	23.6%
46	O=C(CN1CCN(C(=O)CNC(=O)c2ccc(N3CCCC3=O)cc2)CC1)Nc1cccc(F)c1	9.8%	32.7%
47	CCOc1ccccc1N1CCN(CC(=O)Nc2nccs2)CC1	-4.7%	-16.4%
48	CCN(C(=S)Nc1cccc2ccccc12)c1ccccc1	26.0%	-33.6%
49	O=S1(=O)CCN(CCCc2ccccc2)CC1	24.9%	-2.9%
50	CCCCCCN1C[C@H](O)[C@@H](n2cc(C3CC3)nn2)C[C@@H]1c1ccc(OC)cc1	-10.9%	21.4%
51	COc1ccc(CN2C(=O)C(CC(=O)NCc3cccc4ccccc34)CC(C(=O)N3CCOCC3)=C2C)cc1 (stereo not given)	-5.6%	3.8%
52	O=C(NN=Cc1ccccc1Cl)c1ccccc1	0.9%	5.62µM*
53	CCOC(=O)CCCCCC(=O)Nc1ccc2c(c1)C(=O)N([C@H](C)CO)C[C@H](C)[C@@H](CN(C)C(=O)Nc1ccccc1)OCCCC[C@@H](C)O2	0.4%	2.9%
54	C[C@@H]1CN([C@@H](C)CO)C(=O)c2cc(-c3cccnc3)cnc2O[C@H]1CN(C)C(=O)c1cccc(F)c1	-9.7%	8.9%
55	CCOC(=O)C1=C(C)OC(=Cc2ccccc2)C1=O	-22.6%	20.7%
56	C#CCN(C[C@@H]1[C@@H](OC(=O)NC2CC2)[C@@H](OC(=O)NC2CC2)Cn2c(=O)ccc(=O)n21)S(=O)(=O)c1ccc(C)cc1	9.9%	-8.6%

Of the compounds above, 3 contain a thiophene ring, fused or not.
#	SMILES	Integrin act MD	BRCA1 expr up
8	O=C(Cc1cccs1)NCCS(=O)(=O)N1CCN(c2ccccc2)CC1	1.9%	-2.6%
14	O[C@@H]1CN(Cc2cccs2)[C@@H](c2ccccc2)C[C@H]1n1cc(C2CC2)nn1	3.3%	1.3%
36	O=C(CN1CCN(S(=O)(=O)c2ccc(Br)s2)CC1)N1CCc2ccccc21	-0.7%	18.5%

Later entries.
#	SMILES	Integrin act MD	BRCA1 expr up
57	COc1ccccc1CNC(=O)C[C@@H]1C[C@H]2c3cc(N(C)C)ccc3O[C@H]2[C@H](CO)O1	9.6%	-1.4%
58	C[C@@H]1CN([C@@H](C)CO)S(=O)(=O)c2ccc(-c3ccccc3)cc2O[C@@H]1CN(C)Cc1ccccc1C(=O)O	-13.0%	4.5%
59	CCN1C(=O)C(C)C=C(C)C=C1C (stereo not given)	8.0%	7.3%
60	CN(C)CCC1(c2ccccc2)CCN(C)C1=O (stereo not given)	-4.4%	3.7%
61	Cc1cscc(C)c1=S	17.7%	2.4%
62	Cc1ccc(C)c(C(=O)COC(=O)c2cc(S(=O)(=O)N3CCOCC3)ccc2F)c1	-8.3%	-6.6%
63	COCCCN1C(=O)C(CC(=O)NC2CCCC2)CC(C(=O)N2CCOCC2)=C1C (stereo not given)	17.4%	-13.4%
64	O=C(COC(=O)/C=C/c1ccc(Cl)cc1)NC1CCS(=O)(=O)C1 (stereo not given)	-13.6%	-12.3%
65	CCN(CC)C(=O)C1=C(C)N(CCCN2CCCC2=O)C(=O)C(CC(=O)NCCc2ccccn2)C1 (stereo not given)	15.5%	2.6%
66	CN(C(=O)c1cc(-c2cccs2)nn1-c1ccccc1)C1CCS(=O)(=O)C1 (stereo not given)	4.2%	24.1%
67	O=C(NN=Cc1ccc(Cl)cc1Cl)c1ccccc1	11.3%	u
68	Cc1noc(C)c1NC(=O)N(C)C[C@@H]1Oc2cc(Br)ccc2S(=O)(=O)N([C@@H](C)CO)C[C@H]1C	8.2%	10.2%
69	COc1cccc(S(=O)(=O)N(C)C[C@@H]2OCc3cn(nn3)CCCC(=O)N([C@@H](C)CO)C[C@H]2C)c1	10.3%	7.1%
70	Cc1cccc(S(=O)(=O)N(C)C[C@@H]2OCc3cn(nn3)CCCC(=O)N([C@H](C)CO)C[C@H]2C)c1	-2.9%	-2.7%
71	COc1ccc(/C=C/C(=O)OCC(=O)c2cc(C)ccc2C)cc1	1.6%	-14.3%
72	Cc1nc(Cc2nnc(SC(C)C(=O)Nc3ccccc3)o2)cs1 (stereo not given)	-1.2%	-22.7%
73	C[C@H](NC(=O)c1ncn2c1c(=O)[nH]c1ccc(Br)cc12)c1ccccc1	6.4%	8.6%
74	COc1ccccc1N1CCN(S(=O)(=O)CCNC(=O)CC2CCCC2)CC1	-8.9%	22.3%
75	COC(=O)C1=C(C)NC(=O)NC1c1ccc(OC)c(OC)c1 (stereo not given)	4.4%	-6.4%
76	O=C(C[C@H]1C(=O)N(Cc2cccnc2)C[C@@H]1Cc1ccccc1)Nc1ccccc1	18.3%	-2.3%
77	O=C(CSc1ccccc1F)NC(=O)NC1CCCC1	18.0%	74.0%
78	CCN1C(=O)[C@H]2[C@@H](c3ccc(C(F)(F)F)cc3)N[C@]3(CCCN(Cc4cccn4C)C3=O)[C@H]2C1=O	-22.3%	-30.5%
79	Cc1cccc(-c2n[nH]nc2C2=CC(=O)CC(C)(C)C2)c1	9.0%	6.5%
80	C[C@H]1CN([C@@H](C)CO)C(=O)c2cc(Br)cnc2O[C@H]1CN(C)S(=O)(=O)c1cccs1	4.1%	2.0%
81	O=C1CCC(C(=O)N2CCN(c3cnccn3)CC2)CN1CCc1ccccc1 (stereo not given)	-14.9%	5.2%
82	Cc1cccc(C(C)C)c1NC(=O)COC(=O)CCC(=O)N(CC(C)C)c1c(N)n(CC(C)C)c(=O)[nH]c1=O	-3.6%	-5.6%
83	C[C@H]1CN([C@@H](C)CO)S(=O)(=O)c2ccc(Br)cc2O[C@@H]1CN(C)C(=O)Nc1ccc2c(c1)OCO2	-9.1%	-1.5%
84	CC(=O)Nc1ccc(OCc2cn(CC(=O)c3ccc(O)cc3)nn2)cc1	13.1%	-19.4%
85	CC(C)n1ncc2c(C(=O)N3CCN(S(=O)(=O)c4cccc(F)c4)CC3)cc(C3CC3)nc21	21.4%	-3.3%
86	Cc1ccc(C(=O)OCC(=O)Nc2cc(Cl)ccc2C#N)o1	-5.3%	-6.1%
87	C#CCOC(=O)CCCN1C(=O)c2cccc3cccc(c23)C1=O	-18.4%	1.7%
88	O=C(NCc1nnnn1-c1ccc(F)cc1)c1ccc(S(=O)(=O)N2CCOCC2)cc1	-4.2%	9.3%
89	O[C@H]1CN(CC2CCCCC2)[C@@H](c2ccccc2)C[C@@H]1n1cc(C2CC2)nn1	8.5%	5.0%

Bioassay records deposited in PubChem BioAssay by National Center for Advancing Translational Sciences (NCATS).

This is a subset; count on the stated rates, not on these rows.
